Screening results as filed in PubChem BioAssay.
GLP1R cytotox: cytotoxicity in counter-screen for GLP-1R inverse agonists; Potency, µM (top dose mostly 38.3 µM), for the others: top-dose activity change, negative = inhibition, actives largely listed as inhibitors; 410,000 tested, 0.13% active; HEK293 cAMP-luciferase reporter cells, luminescence, 24 h; AID 624418;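 further: loss of luciferase light is scored as toxicity; potency means the concentration at half of the fitted maximal effect; on the % scale 0 is the no-effect control and ±100 the full control effect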
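1536-well qHTS counterscreen of the MLSMR; 200 cells/uL, 12 h pre-incubation, 23 nL cpd, 24 h at 37 deg C 5% CO2, luciferase detection reagent, 12 min RT, luminescence. Inhibition = undesired.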
DRD3 agonist: agonists of human D3 dopamine receptor; P35462; D3R DiscoveRx beta-arrestin cells, luminescence, 90 min; max activation, %; 410,000 tested, 0.58% active; AID 652048; in the data active means max activation above about 30%; further: 0% is about no effect; mostly tested at two doses, the higher about 12 µM
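Cells at 1500/well, incubated overnight, then treated with pinned compounds (dopamine as control) for 90 min at 37 degrees C. DiscoveRx reagent added for 30 - 60 minutes at room temperature; luminescence read.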
GLP-1R inv ag: inverse agonists of human GLP-1 receptor. P43220. HEK293 GLP-1R CRE-luciferase, luminescence, 24 h; GLP-1R form is constitutively active. Potency, µM (highest dose often 38.3 µM), without a hit: top-dose activity change, negative = inhibition, actives largely listed as inhibitors. 410,000 tested, 1.6% active; further: potency means the concentration at half of the fitted maximal effect; on the % scale 0 is the no-effect control and ±100 the full control effect; nearly all actives have a fitted effect of over 55% in size
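Using stably transfected HEK293 (constitutively active GLP-1R, cAMP-luciferase reporter), compounds were incubated 24 hr and luciferase measured by luminescence.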
IL2 activator: activators of IL-2; IL-2 activation reporter assay, cell-based qHTS; stimulated with anti-CD3/CD4/CD28 beads; in transgenic mouse T cells; activation, % (series mostly up to about 46 µM); 360,000 tested, 0.065% active; AID 652025; in the data active means activation above about 50%; inconclusive means mostly about 30% to 49%; further: 0% is about no effect
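Using fluorescent plate cytometry, EGFP and DsRed are detected in transgenic mouse T cells stimulated 18 h at 37 degrees C with antibody-coated beads after 60 min compound pretreatment.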
PI5P4K alpha inh: PI5P4K alpha (human) kinase inhibition | PI5P4Kalpha enzyme, ADP-Glo luminescence, 60 min; active compounds read low | max response, % | P48426 | 330,000 tested, 1.2% active | AID 652105; active means max response of -50% or lower; inconclusive means between -30% and -50%; inactive means -30% or higher; further: value at the top dose of about 77 µM; on the % scale 0 is the no-effect control and ±100 the full control effect
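Enzyme plus substrate dispensed, test compounds pinned in, then ATP (5 microM final) added. After 60 min at RT, ADP-Glo reagent 1 for 45 min and reagent 2 for 30 min preceded luminescence imaging.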
D3 antag: antagonists of human D3 dopamine receptor; 360,000 tested, 2.5% active; D3R cells, DiscoveRx beta-arrestin luminescence, antagonist mode; active compounds read low; max response, negative = inhibition, %; AID 652054; in the data active means max response below about -50%; inconclusive means no clear call, values can overlap the other calls; further: on the % scale 0 is the no-effect control and ±100 the full control effect; mostly tested at two doses, the higher about 12 µM
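Cells plated overnight at 1500 cells/well, then exposed to library compounds with dopamine controls for 90 minutes at 37 degrees C. DiscoveRx reagent added for 30–60 minutes at room temperature; luminescence read, quantitative HTS format.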
GLP1R ag: agonists of human GLP-1 receptor; 380,000 tested, 0.007% active; Potency, µM (titrated, usually from 45.6 µM), inactives show top-dose activation, hits mostly activators; P43220; HEK293 GLP-1R CRE-luciferase, luminescence, 4-6 h; cells express a hypersensitive GLP-1R form; further: potency means the concentration at half of the fitted maximal effect; % of control where 0% means no effect
WRN helicase inh: WRN helicase (human) inhibition | Potency, µM (top dose mostly 114 µM), for the others: top-dose activity change, negative = inhibition, usual class: inhibitors | AID 651768 | 360,000 tested, 0.46% active | WRN helicase unwinding, fluorescent forked duplex, kinetic | Q14191; further: potency means the concentration at half of the fitted maximal effect; on the % scale 0 is the no-effect control and ±100 the full control effect; nearly all actives have a fitted effect of over 55% in size
Target sequence (Q14191 whole entry, looked up): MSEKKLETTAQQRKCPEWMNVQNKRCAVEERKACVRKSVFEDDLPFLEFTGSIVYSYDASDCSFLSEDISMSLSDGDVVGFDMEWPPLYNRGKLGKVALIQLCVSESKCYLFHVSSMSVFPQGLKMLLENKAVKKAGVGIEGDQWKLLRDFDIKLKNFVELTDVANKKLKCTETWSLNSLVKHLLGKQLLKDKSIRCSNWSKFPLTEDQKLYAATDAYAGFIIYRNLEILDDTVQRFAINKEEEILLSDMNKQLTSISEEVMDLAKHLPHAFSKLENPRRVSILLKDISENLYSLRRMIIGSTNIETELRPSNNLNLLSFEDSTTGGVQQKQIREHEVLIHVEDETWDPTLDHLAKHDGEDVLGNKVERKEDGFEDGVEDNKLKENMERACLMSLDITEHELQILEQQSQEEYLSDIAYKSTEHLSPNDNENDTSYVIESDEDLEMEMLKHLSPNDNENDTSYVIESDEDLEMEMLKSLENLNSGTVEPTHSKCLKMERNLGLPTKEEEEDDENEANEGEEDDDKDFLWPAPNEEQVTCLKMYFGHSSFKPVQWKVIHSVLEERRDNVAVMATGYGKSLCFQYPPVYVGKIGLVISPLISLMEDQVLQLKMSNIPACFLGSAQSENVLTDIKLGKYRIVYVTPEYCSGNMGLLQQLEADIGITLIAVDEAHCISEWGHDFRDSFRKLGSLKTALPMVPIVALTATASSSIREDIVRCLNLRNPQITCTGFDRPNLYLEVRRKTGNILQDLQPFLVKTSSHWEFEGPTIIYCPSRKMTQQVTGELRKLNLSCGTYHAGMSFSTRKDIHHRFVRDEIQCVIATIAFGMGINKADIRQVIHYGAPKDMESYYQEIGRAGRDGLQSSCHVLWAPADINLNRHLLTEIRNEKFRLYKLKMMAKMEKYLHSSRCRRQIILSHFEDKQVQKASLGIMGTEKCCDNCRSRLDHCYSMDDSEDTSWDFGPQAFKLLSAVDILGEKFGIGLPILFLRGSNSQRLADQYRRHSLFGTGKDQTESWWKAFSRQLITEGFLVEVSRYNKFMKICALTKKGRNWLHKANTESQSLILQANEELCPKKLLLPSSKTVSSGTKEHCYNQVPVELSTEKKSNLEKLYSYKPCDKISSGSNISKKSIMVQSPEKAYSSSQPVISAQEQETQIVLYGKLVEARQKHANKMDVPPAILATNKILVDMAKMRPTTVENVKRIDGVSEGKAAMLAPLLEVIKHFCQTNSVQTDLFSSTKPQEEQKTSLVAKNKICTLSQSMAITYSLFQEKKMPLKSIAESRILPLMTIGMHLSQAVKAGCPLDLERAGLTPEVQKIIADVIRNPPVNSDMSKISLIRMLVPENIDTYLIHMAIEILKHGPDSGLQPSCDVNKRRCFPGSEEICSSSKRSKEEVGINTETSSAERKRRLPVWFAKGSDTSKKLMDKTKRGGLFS
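WRN at 20 nM final was preincubated with compound for 15 min at room temperature; reaction started with 100 nM forked duplex oligonucleotide carrying fluorophore and quencher plus 2 mM ATP (final). Unwinding followed kinetically by red fluorescence (ex 525/em 598 nm).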
PLK1 PBD block: blocks phosphopeptide binding to human PLK1 polo-box domain; 360,000 tested, 2.8% active; Plk1 PBD binding of FITC phosphopeptide, fluorescence polarization; Potency, µM, without a hit: max response, negative = inhibition, actives largely listed as inhibitors; P53350; further: potency means the concentration at half of the fitted maximal effect; series mostly up to about 57 µM; on the % scale 0 is the no-effect control and ±100 the full control effect; nearly all actives have a fitted effect of over 65% in size
Active calls of the source: *; ? = inconclusive; . = not tested or not shown; & = joins results of further samples; [ ] = another dose, or the depositor's remark. Unless noted, the call rests on the fitted dose curve; in most records, active means well fitted curve in the direction sought with a large enough effect; inconclusive means small, poorly fitted or top-dose-only effect, or another doubt; inactive means no such curve, though single readings can be large; an effect the other way counts as inactive or inconclusive. Not a hit list; any-hit rate near 7.8%.

Values run as follows: GLP1R cytotox | DRD3 agonist | GLP-1R inv ag | IL2 activator | PI5P4K alpha inh | D3 antag | GLP1R ag | WRN helicase inh | PLK1 PBD block
1) CC(=O)Oc1c(S(=O)(=O)c2ccc(C)cc2)c(C)nn1-c1ccccc1
  19% | -1 | -8% | 0.7 | 5 | 0 | 6% | -17% | -29%
2) CN(C)c1nc(-c2cccs2)cc(C(F)(F)F)c1C#N
  63%[activator] | -4 | -7% | -4.5 | 20 | 8 | 13% | -7% | -5%
3) COC(CNC(=O)C(=O)NCC1OCCN1C(=O)c1ccc(Cl)cc1)OC (stereo not given)
  5% | 4 | -1% | 0.9 | 3 | 1 | -5% | 0% | -8%
4) COc1cc(/C=N/NC(=O)c2cccs2)ccc1OCc1ccccc1
  2% | -2 | 5% | 0.2 | -5 | 15 | -7% | 1% | -6%
5) COc1ccc(/C(C)=N/NC(=O)c2ccc3nc[nH]c3c2)cc1
  3% | -9 | 3% | -2.0 | 0 | -9 | 1% | 21% | 0%
6) Cc1cc(C(=O)N/N=C/c2cc([N+](=O)[O-])cc(C)c2O)n[nH]1
  -26% | -5 | ? | -1.1 | -19 | ? | -4% | -1% | -11%
7) COc1ccc(C(C(=O)NC(C)C)N(C(=O)CCC(=O)Nc2nccs2)c2ccccc2F)cc1 (stereo not given)
  0% | -3 | -3% | -3.7 | -3 | 12 | 8% | 0% | 13µM*
8) C=CCN(C(=O)c1csnn1)C(C(=O)NCc1ccc(F)cc1)c1ccc(F)cc1 (stereo not given)
  -5% | 6 | -3% | 0.3 | 2 | -6 | 5% | 4% | 4%
9) Cc1cc(-c2ccccc2)nc(SCC(=O)c2cccc([N+](=O)[O-])c2)n1
  4% | 6 | 0% | -3.8 | . | 30 | 10% | -2% | -1%
10) CCCn1c(=O)n(C)c(=O)c2c(SCc3cc(C(C)=O)ccc3OCC)nc(C3CC3)nc21
  5% | -2 | -22% | 1.0 | . | -16 | 12% | -5% | -4%
11) Cc1ccc(S(=O)(=O)CC(=O)Nc2nc(-c3ccccc3)cs2)cc1
  1% | -4 | ? | -2.6 | -6 | 0 | -3% | ? | -12%
12) Cc1nc2ccccc2n1CCc1ccccc1
  6% | 2 | ? | -0.3 | -4 | 4 | 5% | -13% | 1%
13) Cc1cccc(N(CC(=O)N2CCCC2)S(C)(=O)=O)c1C
  -12% | -6 | 7% | -0.5 | -24 | -3 | -3% | 4% | -8%
14) Cc1cc(=O)[nH]c2nnnn12
  -5% | -10 | 3% | -2.6 | 10 | -1 | -3% | 6% | 24µM*
15) COc1ccc2c(c1)N(C)/C(=C1/SC(=NCc3ccccc3)N(c3ccccc3)C1=O)S2
  21% | -5 | 33%[activator] | 3.4 | 7 | 0 | 1% | 4% | 1%
16) COCOCCn1cc(CN2CCS(=O)(=O)N(Cc3ccc(-c4ccc(Cl)cc4)cc3)C(C(C)C)C2=O)nn1 (stereo not given)
  0% | 9 | -27% | 0.7 | 1 | 22 | -3% | 2% | 3%
17) Cc1ccc(S(=O)(=O)CCC(=O)OCC(=O)c2c(N)n(CC(C)C)c(=O)n(C)c2=O)cc1
  2% | 2 | 8% | -1.1 | 0 | 25 | -1% | -16% | -4%
18) COC(=O)c1sccc1NC(=O)NC1CCCCC1
  -6% | 7 | ? | 0.6 | -1 | -51* | 20% | -6% | -2%
19) CC(C)C(=O)N(Cc1ccccc1)S(=O)(=O)c1ccc2c(c1)oc(=O)n2C
  -16%&0% | -3&-12 | ? | 5.2 | -1 | 20 | 6% | -2% | 12%
20) O=C(O)c1ccccc1NS(=O)(=O)c1ccc2c3c(cccc13)C(=O)N2
  8% | -7 | 53%[activator] | -2.3 | . | -25 | 6% | -29% | -18%
21) COC(=O)c1ccc2nc(-c3ccc(C)cc3)c(Cc3ccc(OC)cc3C)n2c1
  -5% | -2 | 7% | 1.5 | 5 | 0 | -1% | -7% | -4%
22) CC1(C)C(c2cccs2)=[N+]([O-])C2(CCCCC/C2=N\NC(N)=S)N1O (stereo not given)
  -16% | 4 | -3% | 0.5 | 4 | 25 | -11% | 3% | -2%
23) Cc1cccc(C)c1NC(=S)N/N=C/c1ccc(C(=O)O)cc1
  5% | 6 | 25% | 6.3 | ? | 0 | -3% | 0% | -4%
24) CC(C)(C)Oc1ncc(Br)c(OC(C)(C)C)n1
  0% | 4 | 3% | -2.5 | . | 5 | -2% | 0% | 3%
25) COc1ccc(OCC(=O)N2CCN(S(=O)(=O)c3ccc4c(c3)OCCO4)CC2)cc1
  -3% | -4 | 2% | -0.9 | -21 | -8 | -5% | 2% | -17%
26) CC(NC(=O)c1ccc(N2CCCC2)c([N+](=O)[O-])c1)c1ccc(S(N)(=O)=O)cc1 (stereo not given)
  -12% | -2 | 40%[activator] | 0.5 | -3 | -16 | 8% | 2% | -8%
27) COc1cc(CCC(=O)OCC(=O)Nc2c(Cl)cccc2Cl)cc(OC)c1OC
  0% | -5 | 15% | 3.0 | 5 | 3 | 8% | -24% | -7%
28) CCOc1ccc2c(c1)[N+](C)(C)C(C)(C)C=C2C
  0% | -4 | -3% | -0.4 | 0 | -17 | 2% | -7% | -7%
29) COc1ccc(S(=O)(=O)N(C)c2ccc(C(=O)N3CCOCC3)cc2)cc1
  -15% | 5 | 11% | 0.4 | 5 | 0 | 0% | 10% | -6%
30) COc1ccc(/C=C/C(=O)Nc2ccccc2Cl)cc1S(=O)(=O)N1CCOCC1
  -2% | 4 | -2% | -0.2 | 3 | 3 | 4% | -9% | -2%

More entries follow.
Values run as follows: GLP1R cytotox | DRD3 agonist | GLP-1R inv ag | IL2 activator | PI5P4K alpha inh | D3 antag | GLP1R ag | WRN helicase inh | PLK1 PBD block
31) Cc1cccc(NC(=O)COc2ccc3c(c2)CCC3)n1
  1% | -2 | -23% | -0.6 | 0 | -5 | 13% | -13% | -3%
32) Cc1cc(C)c2c(=O)[nH]c(SCc3ccc([N+](=O)[O-])cc3)nc2n1
  8% | -1 | 6% | 3.9 | -12 | -69* | 0% | -11% | -2%
33) CCCOc1ccc(C(C)=O)cc1CSCCC#N
  -9% | 12 | 2% | -0.7 | -1 | 7 | 4% | -2% | -8%
34) CCn1c(SCC(=O)Nc2ccc3[nH]c(=O)[nH]c3c2)nnc1-c1ccccc1
  3% | -1 | 19% | 0.0 | -13 | 15 | -2% | -11% | 5%
35) O=C(NCCc1cccs1)C1CC(c2cccc(F)c2)=NO1 (stereo not given)
  -4% | 7 | 2% | -0.2 | 0 | 2 | 0% | 3% | -17%
36) COCCCn1c(=O)c2sccc2n2c(CCCC(=O)NCc3ccccc3)nnc12
  -11% | 4 | 9% | -2.1 | -10 | -7 | 0% | 6% | ?
37) COc1ccc(C(=O)CN2C(=O)NC(C)(c3ccccc3)C2=O)cc1OC (stereo not given)
  -13% | 5 | 3% | -0.3 | -5 | -6 | 1% | 3% | -3%
38) CC(Oc1ccccc1)C(=O)N1CCN(c2ccc(N3CCOCC3)nn2)CC1 (stereo not given)
  14% | 1 | 9% | -3.1 | -5 | 1 | -18% | -5% | 1%
39) Cc1cc(-c2onc(C)c2C(=O)Nc2ccc(C(F)(F)F)cc2)no1
  7% | -6 | 6% | -1.1 | -1 | -1 | 8% | 5% | -6%
40) COc1ccc(-c2coc3c(C(=O)Nc4cccc(C(C)=O)c4)cccc23)c(C)c1
  4% | 1 | ? | -0.9 | 16 | 5 | 5% | -5% | -8%
41) O=C1CC[C@H](O)CCN1[C@H](CSc1ccccc1)Cc1ccccc1
  18% | -21 | 4% | -0.6 | 0 | -20 | 1% | 12% | -9%
42) NS(=O)(=O)c1ccc(CNC(=O)/C=C/c2ccc(Cl)c(Cl)c2)cc1
  -20% | 3 | 0% | -0.1 | 0 | 4 | -1% | 3% | -7%
43) CN(Cc1ccccc1)S(=O)(=O)c1cn(C)cn1
  -5% | -19 | 16% | -5.6 | -10 | ? | -1% | -5% | 1%
44) Cc1ccc(Cn2c(=O)n(CCC(=O)NCc3ccc4c(c3)OCO4)c(=O)c3ccccc32)cc1
  -15% | -2 | 8% | 1.0 | 4 | -16 | -12% | -6% | -15%
45) Cc1cccc(NC(=O)CSc2nnc(NC(=O)C3CC3)s2)c1C
  -8% | 3 | 7% | -1.6 | 0 | 7 | 4% | -24% | 0%
46) Cc1nc2ncnn2c(N2CCN(C(=O)Cc3cccs3)CC2)c1C
  -5% | 4 | 21% | -0.3 | . | 13 | -4% | ? | -12%
47) COc1ccc(C(=O)NC(=S)N2CCNC(=O)C2CC(=O)OC(C)C)cc1 (stereo not given)
  15% | 2 | -7% | -3.2 | -14 | -12 | 7% | 3% | ?
48) CCN(C(=O)c1cc2c(=O)n3ccccc3nc2s1)C1CCCCC1
  60%[activator] | 3 | 11% | 0.4 | 10 | 3 | ? | 2% | -2%
49) CC(=O)c1ccc(NC(=O)Nc2cccc(Cl)c2)cc1
  -29% | -6 | ? | -1.7 | -3 | -11 | -9% | -2% | -6%
50) Cc1noc(C)c1C(=O)N1CCN(S(=O)(=O)c2cccs2)CC1
  -7% | 15 | 22% | 1.7 | -7 | 15 | 0% | -7% | 1%
51) CCC(C)(C)C1CCc2[nH]nc(C(=O)NCCNC(=O)OC(C)(C)C)c2C1 (stereo not given)
  7% | -1 | -39% | -0.5 | 1 | -18 | -3% | 7% | -15%
52) CNS(=O)(=O)c1ccc(NC(=O)c2nc3nc(C)cc(C(F)F)n3n2)cc1
  4% | -8 | 10% | . | . | . | -2% | . | .
53) COCCNC(=O)c1cccc(C)c1[N+](=O)[O-]
  -4% | -7 | 14% | -0.4 | -5 | 2 | -2% | 5% | 1%

Part of the list above in order of count of non-hydrogen atoms, lowest first:
Values run as follows: GLP1R cytotox | DRD3 agonist | GLP-1R inv ag | IL2 activator | PI5P4K alpha inh | D3 antag | GLP1R ag | WRN helicase inh | PLK1 PBD block
49) CC(=O)c1ccc(NC(=O)Nc2cccc(Cl)c2)cc1
  -29% | -6 | ? | -1.7 | -3 | -11 | -9% | -2% | -6%
42) NS(=O)(=O)c1ccc(CNC(=O)/C=C/c2ccc(Cl)c(Cl)c2)cc1
  -20% | 3 | 0% | -0.1 | 0 | 4 | -1% | 3% | -7%
47) COc1ccc(C(=O)NC(=S)N2CCNC(=O)C2CC(=O)OC(C)C)cc1 (stereo not given)
  15% | 2 | -7% | -3.2 | -14 | -12 | 7% | 3% | ?
